# bCat nuc transl: modulators of beta-catenin nuclear translocation; HeLa beta-catenin nuclear translocation, immunofluorescence imaging; nuclear translocation activity, % at 5 µM; 190,000 compounds, 0.3% hits;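 active = nuclear translocation activity above 50% at 5 µM, with a well cell count of 50 or more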;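 note: per-cell ratio of nuclear to cytoplasmic median beta-catenin stain intensity; plate controls were DMSO negative control for no effect and GSK-3 inhibitor IX positive control for full effect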
#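 Test system: human HeLa cell line; Doses: 5 µM primary, 0.02–20 µM confirmation; Incubation: 24 h compound exposure, 37°C; Detection: beta-catenin immunofluorescence imaging with DAPI; Read-out: beta-catenin nuclear/cytoplasmic ratio, % activation.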
# Myeloid diff MLP: promotes myeloid progenitor differentiation | ER-HoxA9 myeloid progenitors, lysozyme-GFP differentiation, flow cytometry | calls only at 10 µM | 360,000 compounds, 1% hits | AID 624256;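 active = normalized GFP-positive differentiation at or above the plate's own cutoff, the solvent-only control mean plus 3 SD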;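 note: cells exposed to compound for four days before flow analysis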
# Autophagy mod: autophagy modulation, high-content screen | MEF GFP-LC3 puncta imaging; test concentration mostly 10 µM | calls only at 10 µM (by protocol) | 190,000 compounds, 0.98% hits | AID 463193;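 active = percentage of spot-positive cells more than 3 SD above its plate mean, without a fluorescence outlier flag or 80% toxicity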;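 note: spot-positive cell cutoff set from DMSO-treated cells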
# WT yeast gro inh: growth inhibition of WT yeast, mitochondrial fusion screen | mitochondrial fusion phenotypic screen, WT strain | inhibition, % at 10 µM | 190,000 compounds, 2.1% hits | AID 1362; in the data active = inhibition above about 58%; tested in S. cerevisiae
# West Nile virus CPE: West Nile virus antiviral activity, cell-based, CPE readout (AID 1621); West Nile virus-infected cells, CPE inhibition; higher % means a stronger effect; CPE inhibition, % at 10 µM, or IC50 in µM where a hit was titrated; 290,000 compounds, 0.02% hits; in the data active = a potency from the dose series; note: strong numbers were not always called active
# MT stabilize HCS: stabilizes microtubules in HeLa cells | HeLa tubulin immunostaining HCS, 24 h; share of cells brighter than vehicle mean+2SD | % tubulin-high responders, % at 10 µM | 200,000 compounds, 0.83% hits | AID 2205;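 active = plate Z-score above 3 for both tubulin-high and condensed-nucleus cell shares, with cell loss under 80%, at 10 µM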;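 note: anti alpha tubulin signal scored within the nucleus-defined area of each cell; some results filed as inactive read as strong as hits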
# T cell HTS: modulates CD8 T cell binding to vesicles; 2C CD8+ T cell-vesicle binding, flow cytometry; active compounds read low; calls only at 7 µM; 330,000 compounds, 0.068% hits;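 active = response, share of CD8 T cells binding vesicles, and their 90th percentile fluorescence all below set limits, cut at about 80% in these data, passing the limit was not always enough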
#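 incubation = binding step 1.5 h, 37 °C, antibody labelling 20 min, ice | test system = 2C mouse CD8+ T cells | read-out basis = percent CD8+ FL2 mean versus row control | controls = Peptide-free naked vesicles (low) and QL9 vesicles with 0.7% DMSO vehicle (high) | detection = flow cytometry of vesicle-bound cells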
# Insulin prom up: MIN6 insulin promoter up-regulation; MIN6 insulin promoter-GFP reporter, high-content imaging; active compounds read high; z-score at 5 µM; 190,000 compounds, 0.3% hits;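 active = z-score above 3 at 5 µM with at least 500 cells counted in the well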
# Hep lipid drop: modulators of hepatic lipid droplet formation; AML12 mouse hepatocytes, oleate lipid droplets, BODIPY imaging; inhibition, % at 6.5 µM; 240,000 compounds, 0.4% hits; AID 1656;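 active = lipid droplet intensity inhibited by at least 50%, with more than 500 cells counted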
#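 System: AML12 hepatocytes (mouse). Probe or stimulus: oleic acid at 100 µM to induce lipid droplet formation. Times: overnight treatment with compound plus oleate. Detection: Image-based BODIPY and DAPI two-channel analysis. Evaluation: percent inhibition of filter-corrected integrated lipid droplet intensity per well.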
# WT yeast gro inh mutant strain: also measured in WT yeast gro inh; calls as there; inhibition, %; mitochondrial fusion phenotypic screen, mutant strain inhibition
# Insulin prom up cell count: second read-out of Insulin prom up, no call of its own (marks repeat the call); cell count; measured here: cytotoxicity, nuclei count;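 total cells summed across four imaged fields per well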
# Hep lipid drop cells 6.5 µM: second read-out of Hep lipid drop, no call of its own (marks repeat the call); cell count; measured here: cell count, cytotoxicity flag;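 cells counted across two imaged fields per well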
# bCat nuc transl cell count 5 µM: further read-out of bCat nuc transl, marked with its call; cell count; measured here: cell count, cytotoxicity flag
# T cell HTS vesicle-bound %: also measured in T cell HTS; calls as there; double positive events, %; measured here: CD8+ vesicle-bound cell fraction;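 binding gate set so that unloaded-vesicle control wells show 10% double positive cells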
# MT stabilize HCS Hoechst-high %: also measured in MT stabilize HCS; calls as there; % Hoechst-high responders; measured here: nuclear condensation Hoechst responders;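 share of cells brighter than vehicle mean plus two SD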
# MT stabilize HCS cytotoxicity %: second read-out of MT stabilize HCS, no call of its own (marks repeat the call); toxicity, %; measured here: cytotoxicity by cell density;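 0% = mean cell density of plate MIN control wells and 100% = no cells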
# Autophagy mod cell loss 18 h: second read-out of Autophagy mod, no call of its own (marks repeat the call); toxicity, %; measured here: cell loss, nuclei count;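 cell loss after 18 h compound exposure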
# Myeloid diff MLP GFP+ MAC1+ %: further read-out of Myeloid diff MLP, marked with its call; GFP+ MAC1+ double positive, %; measured here: differentiation confirmed by MAC1 staining
# * = called active by the depositor; i = inactive; · = not tested or not shown. Hits appear at their usual frequency (roughly 3.9% active in at least one column).
SMILES	MT stabilize HCS Hoechst-high %	Autophagy mod	Autophagy mod cell loss 18 h	T cell HTS	MT stabilize HCS cytotoxicity %	bCat nuc transl cell count 5 µM	Myeloid diff MLP	Myeloid diff MLP GFP+ MAC1+ %	T cell HTS vesicle-bound %	Insulin prom up	WT yeast gro inh	Insulin prom up cell count	MT stabilize HCS	Hep lipid drop	Hep lipid drop cells 6.5 µM	WT yeast gro inh mutant strain	bCat nuc transl	West Nile virus CPE
O=C(OCc1ccccc1)/C(=C/c1cccc([N+](=O)[O-])c1)NC(=O)c1ccco1	·	·	·	i	·	·	i	0.5	15	·	·	·	·	-5	808	·	·	0.0%
O=C(c1ccco1)c1n[nH]nc1-c1ccccc1	0.8	i	3	i	31	·	i	1.5	8	0.37	3	1295	2.4	-34	637	-4	·	0.3%
CCCN(CCC)S(=O)(=O)c1ccc(NC(=O)c2cc(C(=O)OC)cc([N+](=O)[O-])c2)cc1	1.7	i	3	i	4.4	1403	i	0.5	21	-1.6	39	824	2.9	·	·	4	-1.2	-1.2%
Nc1nnc(SC2CCCC2)s1	2.5	i	-7	i	5.8	470	i	0.2	51	-0.03	-4	1248	2.0	4	707	-7	-0.6	1.2%
CCOc1ccc(NC(=O)COC(=O)C2C3CC4OC(=O)C2C4C3)cc1 (stereo not drawn)	·	·	·	i	·	·	i	1.1	43	·	·	·	·	-2	824	·	·	-0.4%
O=C(NC1CC2CCCC(C1)N2Cc1ccccc1)C1CCCCC1 (stereo not drawn)	1.6	i	2	i	9.0	1473	i	0.3	30	-0.24	-16	1562	6.7	0	723	8	0.2	-0.6%
CN(C)/C=C(\C(=O)c1cccc(Cl)c1)c1nnnn1-c1ccccc1	·	·	·	i	·	1299	i	0.8	44	0.29	·	1151	·	-8	695	·	-0.1	0.2%
COCCCNC(=O)c1cn(CC(C)C)c(=O)c2c1c1ccccc1n2C	1.6	i	-10	i	0.0	·	i	3.5	16	0.02	-1	1017	3.4	7	789	12	·	0.2%
Nn1cnnc1N/N=C/c1ccc(F)cc1	·	·	·	i	·	·	i	0.7	42	·	·	·	·	-2	802	·	·	0.1%
Cc1ccc(S(=O)(=O)N2CCN(S(C)(=O)=O)C2c2ccccc2)cc1 (stereo not drawn)	1.0	i	-4	i	1.6	·	i	0.5	21	-0.21	3	1290	3.0	-2	650	-6	·	0.0%
Cc1ccc(OCC(=O)N(Cc2ccccc2)C(C)(C)C)c([N+](=O)[O-])n1	2.0	i	2	i	5.5	1056	i	3.3	16	0.45	1	1509	1.9	-4	625	-2	1.8	0.4%
CCCOc1ccc(N2CC(C(=O)Nc3ccc(N4CCOCC4)cc3)CC2=O)cc1 (stereo not drawn)	1.8	i	-2	i	0.5	1570	i	0.4	19	0.42	-1	1489	1.9	9	623	-12	0.8	-0.2%
CCOC(=O)C1(Cc2cccc(OC)c2)CCN(Cc2cnc(C)s2)CC1	1.6	i	19	i	4.1	1136	i	0.4	48	1.3	6	1354	3.1	-12	696	5	-1.2	-1.2%
COc1ccc(NC(=O)Cn2cccc2)cc1Cl	4.5	i	-17	i	7.0	927	i	1.4	35	-0.92	-7	1586	5.7	·	·	-11	-2.9	0.4%
COC(=O)c1cc(OC)c(OC)cc1NC(=O)c1cnccn1	2.8	i	0	·	7.0	983	·	·	·	1.4	12	1213	3.4	-5	763	9	0.2	0.3%
OCc1cn(-c2ccccc2)nc1-c1ccc(Br)cc1	·	·	·	i	·	·	i	0.4	58	·	·	·	·	1	781	·	·	-0.7%
CCCOc1ccc(C(=O)NNC(=S)NC(=O)c2cccs2)cc1	·	·	·	i	·	·	i	0.6	33	·	·	·	·	-4	702	·	·	2.2%
CCN(CC)c1ncn(Cc2c(Cl)cccc2Cl)c2ncnc1-2	2.1	i	-24	i	5.6	1364	i	0.0	54	-0.33	9	1517	3.5	·	·	7	-0.6	0.1%
CC(Sc1nc2sc3c(c2c(=O)n1-c1ccccc1)CCCC3)C(=O)O (stereo not drawn)	·	·	·	i	·	1338	i	0.2	30	0.01	·	1076	·	34	702	·	0.9	0.6%
O=[N+]([O-])c1ccc2c(c1)N([O-])C1(CCCCC1)[N+]2=O	·	·	·	·	·	1278	·	·	·	0.3	·	1146	·	5	726	·	1.1	0.3%
CCOc1ccccc1NC(=O)CC1SC(=N)N(c2ccccc2)C1=O (stereo not drawn)	1.6	i	0	i	1.3	1052	·	·	29	·	10	·	2.0	22	692	-5	-1.4	0.2%
CCOc1ccc(NC(=O)C2CCC(CNc3c(N4CCCCC4)c(=O)c3=O)CC2)cc1 (stereo not drawn)	·	·	·	i	·	1363	i	0.4	13	0.43	·	1082	·	4	709	·	-1.3	0.1%
COc1cccc(NC(=O)NC2CCCCC2C)c1 (stereo not drawn)	1.7	i	2	i	2.4	936	i	0.2	63	0	7	1511	2.8	-14	673	1	0.2	-0.4%
COc1ccc(N2CCN(C(=O)COc3ccc(S(=O)(=O)N4CCOCC4)cc3C)CC2)cc1	·	·	·	i	·	·	i	0.4	36	·	·	·	·	-9	732	·	·	-0.7%
CN(C)C1(CNC(=O)C2CCN(S(=O)(=O)c3cccc(C(F)(F)F)c3)CC2)CCCCC1	·	·	·	i	·	·	i	0.4	52	·	·	·	·	-8	834	·	·	0.1%
CC(C)C(=O)N1CCN(c2ccccc2NC(=O)c2cccc(Cl)c2)CC1	2.3	i	4	i	11	1328	i	0.9	54	-0.37	3	1643	2.2	·	·	-9	0.4	-0.9%
Cc1c(OCC(=O)NCCCn2ccnc2)ccc2c3c(c(=O)oc12)CCCC3	·	·	·	i	·	·	i	0.0	7	·	·	·	·	-3	705	·	·	-0.8%
COc1cccc(C(=O)N2CCN=C2SCc2cccnc2)c1OC	2.3	i	4	i	4.3	·	i	1.4	39	-1.3	-1	850	7.6	·	·	-11	·	-0.3%
CCC(=O)Nc1ccc(C(=O)c2ccccc2)cc1	1.7	i	4	i	12	1181	i	1.0	28	-1.1	8	1303	1.8	·	·	-7	-2.0	0.3%
CCOC(=O)C1=C(COC(=O)C2(C)CC2(Cl)Cl)NC(=O)NC1c1ccccc1 (stereo not drawn)	1.4	i	0	i	4.7	1018	i	0.8	37	1.3	-22	979	5.2	10	683	-16	0.5	-0.6%
CC(Sc1ncnc2sccc12)C(=O)Nc1ccc(C(N)=O)cc1 (stereo not drawn)	2.3	i	-4	i	7.0	1149	i	0.5	54	·	1	·	1.1	4	727	7	-0.3	1.0%
C=CCNC(=S)NNC(=O)c1cc(Cl)ccc1OC	·	·	·	i	·	1102	i	0.5	24	-0.03	·	1377	·	-12	701	·	-0.1	0.2%
Cc1nnc(SCc2nc3scc(-c4ccccc4)c3c(=O)[nH]2)s1	·	·	·	i	·	1140	i	0.4	30	0.2	·	1497	·	9	767	·	-3.6	0.2%
O=C(O)CCCNc1ccc(S(=O)(=O)Nc2ccccc2C(=O)O)cc1C(=O)O	4.5	i	2	i	9.7	1461	i	1.5	10	0.05	-13	1476	2.1	·	·	-11	1.3	0.4%
COc1ccc(/C=N/NC(=O)c2[nH]ncc2Br)c(OC)c1	1.3	i	9	i	12	1051	i	7.0	37	0.82	15	1858	2.5	-33	586	24	-0.6	0.0%
CCOC(=O)c1[nH]c(C)c(C(=O)NCCCOC(C)C)c1C	1.9	i	-6	i	7.2	1022	i	0.5	40	0.78	-1	1809	1.9	22	716	1	-0.3	0.0%
COc1ccc(S(=O)(=O)NC2(C(F)(F)F)N=C(c3ccccc3)NC2=O)cc1 (stereo not drawn)	1.4	i	5	i	12	620	i	0.4	54	0.22	-2	1334	3.7	8	776	-13	3.4	0.3%
Cc1ccc(SCCC(=O)NCC2CCCO2)cc1 (stereo not drawn)	1.6	i	4	i	0.1	1077	i	0.7	24	·	-2	·	3.5	-2	661	-12	-0.2	0.1%
CCOc1ccc(N2C(=O)/C(=C\c3ccccc3OC)S(=O)(=O)C2c2cccc([N+](=O)[O-])c2)cc1 (stereo not drawn)	1.9	i	-2	i	2.9	867	i	0.5	31	-0.11	-3	1250	3.9	-2	717	19	-1.9	-0.4%
Cc1ccc(NC(=O)CN2CCC(C(=O)c3ccc4c(c3)OCCO4)CC2)cc1	1.3	i	32	i	6.0	1200	i	0.2	49	-0.27	14	828	1.3	0	793	-16	-1.4	0.8%
CCCCc1ccc(NC(=O)CSC2=C(C#N)C(c3ccco3)C3=C(CCCC3=O)N2)cc1 (stereo not drawn)	3.0	i	18	i	8.4	1116	i	0.7	52	-1.2	-12	1097	2.7	20	764	-5	0.3	·
Cc1ccc(C2(CC(=O)Nc3nccs3)CCOC(C(C)C)C2)cc1 (stereo not drawn)	1.2	i	11	i	5.4	926	i	0.5	35	-0.43	22	2112	8.3	-20	501	14	1.5	2.3%

# Structures listed so far containing a COOH group (2):
SMILES	MT stabilize HCS Hoechst-high %	Autophagy mod	Autophagy mod cell loss 18 h	T cell HTS	MT stabilize HCS cytotoxicity %	bCat nuc transl cell count 5 µM	Myeloid diff MLP	Myeloid diff MLP GFP+ MAC1+ %	T cell HTS vesicle-bound %	Insulin prom up	WT yeast gro inh	Insulin prom up cell count	MT stabilize HCS	Hep lipid drop	Hep lipid drop cells 6.5 µM	WT yeast gro inh mutant strain	bCat nuc transl	West Nile virus CPE
CC(Sc1nc2sc3c(c2c(=O)n1-c1ccccc1)CCCC3)C(=O)O (stereo not drawn)	·	·	·	i	·	1338	i	0.2	30	0.01	·	1076	·	34	702	·	0.9	0.6%
O=C(O)CCCNc1ccc(S(=O)(=O)Nc2ccccc2C(=O)O)cc1C(=O)O	4.5	i	2	i	9.7	1461	i	1.5	10	0.05	-13	1476	2.1	·	·	-11	1.3	0.4%
